SENP6 inh – SENP6 protease inhibitors, primary screen, biochemical, luminescence, uHTS; Recombinant SENP6 catalytic domain, aminoluciferin luminescence; inhibition, % at 10 µM; actives 1.8% (n = 330,000); AID 2599, 2010;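 active = inhibition above about 50% at the single tested dose, limit read from the data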;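 note: plate controls were DMSO wells with enzyme for no effect and DMSO wells lacking enzyme for full effect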
Target sequence (Q9GZR1 628-1112 limits assumed): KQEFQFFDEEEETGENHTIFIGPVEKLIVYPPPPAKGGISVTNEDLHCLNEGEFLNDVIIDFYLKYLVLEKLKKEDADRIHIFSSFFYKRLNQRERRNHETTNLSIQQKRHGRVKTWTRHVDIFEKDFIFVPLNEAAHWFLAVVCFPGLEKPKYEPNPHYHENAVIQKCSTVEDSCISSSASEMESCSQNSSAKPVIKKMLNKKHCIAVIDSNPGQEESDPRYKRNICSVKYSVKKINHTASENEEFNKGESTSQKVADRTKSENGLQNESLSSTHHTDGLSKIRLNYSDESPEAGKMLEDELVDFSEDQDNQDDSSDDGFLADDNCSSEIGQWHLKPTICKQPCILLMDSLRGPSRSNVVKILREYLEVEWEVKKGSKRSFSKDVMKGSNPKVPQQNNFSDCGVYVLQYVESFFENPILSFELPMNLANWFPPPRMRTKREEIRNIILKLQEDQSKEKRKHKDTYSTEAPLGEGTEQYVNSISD
SENP1 FRET inh – human SENP1 catalytic domain inhibitors, primary screen, biochemical, FRET, uHTS; Sentrin-specific protease 1 (Homo sapiens), Q9P0U3; recombinant SENP1 catalytic domain, CyPet-SUMO1-YPet FRET cleavage; inhibition, % at 10 µM; actives 0.21% (n = 360,000); AID 624204, 2012;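 active = inhibition at least 30% at 10 µM, raw YFP signal under a set limit, fluorescence ratio 0.5 to 1.5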;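 note: 0% = enzyme with DMSO and 100% = no enzyme wells; some results filed as inactive read as strong as hits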
Target sequence (Q9P0U3 419-644 limits assumed): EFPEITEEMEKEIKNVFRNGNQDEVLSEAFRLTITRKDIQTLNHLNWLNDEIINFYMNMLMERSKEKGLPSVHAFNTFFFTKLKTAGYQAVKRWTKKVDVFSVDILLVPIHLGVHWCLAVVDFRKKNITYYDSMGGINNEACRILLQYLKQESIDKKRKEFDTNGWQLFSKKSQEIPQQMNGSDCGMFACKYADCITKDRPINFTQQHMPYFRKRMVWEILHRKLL
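Test system: hSENP1 catalytic domain, recombinant; Amount: 20 pM final SENP1 enzyme; Medium: Tris pH 8 buffer plus EDTA, NaCl, BME, BSA, NP40, catalase; Schedule: 50 min enzyme reaction, room temperature, light-protected; Technique: FRET fluorescence in CFP and YFP emission channels; Controls: no-enzyme wells low, DMSO-plus-enzyme wells high control.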
SENP7 inh – SENP7 protease inhibitors, primary screen, biochemical, luminescence, uHTS. Sentrin-specific protease 7 (Homo sapiens), Q9BQF6. recombinant SENP7, Z-RLRGG-aminoluciferin luminescence, 40 min. inhibition, % at 5 µM. actives 1.5% (n = 330,000);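 active = inhibition above about 50% at the single test dose, limit read from the data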;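 note: plate controls were DMSO with enzyme for no effect and no enzyme buffer wells for full effect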
HKDC1 inhibitor – HKDC1 hexokinase inhibitors, primary screen, biochemical, fluorescence, uHTS. recombinant HKDC1, G6PDH/diaphorase resazurin coupled fluorescence. inhibition, % at 20 µM. actives 0.16% (n = 340,000). AID 493160, 2011;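 active = inhibition above about 35% when tested at 20 µM, limit read from the data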;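 note: plate controls were DMSO wells with enzyme for no effect and DMSO wells lacking enzyme for full effect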
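Material: recombinant HKDC1 hexokinase; Amount: HKDC1 at 5 µg/mL; Medium: Tris pH 8.0 buffer with MgCl2, Tween-20, BSA, BME; Schedule: 90 min reaction incubation at room temperature, dark; Technique: coupled resazurin fluorescence, excitation 525 nm, emission 613 nm.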
NLRP3 yeast inh – NALP3 inflammasome inhibitors in reconstituted yeast, primary screen, luminescence, uHTS. Yeast reconstituted NLRP3/ASC/caspase-1, beta-gal luminescence, 24 h. inhibition, % at 10 µM. actives 0.39% (n = 330,000);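 active = inhibition of 50% or more; inactive = inhibition below 50%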;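 note: plate controls were induced DMSO wells for no effect and uninduced yeast grown without galactose for full effect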
SENP8 block-1 – human SENP8 protease inhibitors, primary screen, biochemical, fluorescence, Nedd8 protein substrate, uHTS; recombinant SENP8; inhibition, % at 20 µM; actives 0.64% (n = 360,000); AID 602440, 2012; in the data active = inhibition mostly above about 40%, no sharp cut-off; inactive = mostly below about 27%
Target sequence (Q96LD8 whole entry, looked up): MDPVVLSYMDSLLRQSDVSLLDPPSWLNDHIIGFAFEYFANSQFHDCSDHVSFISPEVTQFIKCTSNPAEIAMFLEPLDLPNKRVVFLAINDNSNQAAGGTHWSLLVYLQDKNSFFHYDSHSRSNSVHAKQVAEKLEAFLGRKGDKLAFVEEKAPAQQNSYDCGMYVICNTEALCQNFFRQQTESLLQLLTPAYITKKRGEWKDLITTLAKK
PfG6PD inh – PfG6PD enzyme inhibitors, primary screen, biochemical, fluorescence intensity, uHTS; glucose-6-phosphate dehydrogenase-6-phosphogluconolactonase (Plasmodium falciparum 3D7); PfGluPho enzyme, NADPH resazurin-diaphorase fluorescence; inhibition, % at 20 µM; actives 0.78% (n = 350,000); AID 504690, 2011;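 active = inhibition reaching at least a set limit at 20 µM in the primary screen, cut at about 59% in these data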;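 note: 0% = DMSO wells with substrate and 100% = DMSO wells lacking glucose-6-phosphate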
Apaf1 inhib – inhibitors of human Apaf-1 apoptosome, primary screen, biochemical, DEVD-Rh110 fluorescence, uHTS; Apoptotic protease-activating factor 1 (Homo sapiens), O14727; reconstituted apoptosome caspase-3 activity; inhibition, % at 20 µM; actives 0.71% (n = 330,000); AID 489030, 2010; active = inhibition of at least 40% at 20 µM;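 note: plate controls were DMSO wells for no effect and DEVD-CHO caspase inhibitor wells for full effect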
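Material: reconstituted apoptosome with Apaf-1, cytochrome c, caspase-9, procaspase-3, dATP. Technique: Rh110 fluorescence intensity. Buffer or medium: pH 7.5 Hepes buffer with CHAPS, BSA, DTT. Times: 30 min plus 50 min, RT.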
SENP8 block-2 – SENP8 protease inhibitors, primary screen, biochemical, luminescence. Sentrin-specific protease 8 (Homo sapiens), Q96LD8. purified SENP8, Z-RLRGG-aminoluciferin cleavage. inhibition, % at 10 µM. actives 1.2% (n = 330,000). AID 2540, 2010; in the data active = inhibition above about 50%
Numbers without * were called inactive; / = not tested or not shown.

SMILES | SENP6 inh | SENP1 FRET inh | SENP7 inh | HKDC1 inhibitor | NLRP3 yeast inh | SENP8 block-1 | PfG6PD inh | Apaf1 inhib | SENP8 block-2
O=C(CSc1ncn[nH]1)N/N=C/c1ccc(F)cc1 | -16 | 0 | 6 | -2 | 8 | 6 | -1 | 3 | -1
CCCN(c1ccc(C(C)C)cc1)S(=O)(=O)c1c(C)noc1C | -9 | 0 | -1 | 2 | 32 | 23 | -12 | 16 | -1
CCCC(=O)Nc1c(C(=O)OCC)[nH]c2ccccc12 | -6 | 2 | -24 | -3 | 3 | -387 | 12 | 3 | -9
Cc1nn(C(C)C(=O)NCCCN2CCCCC2C)c(=O)c2c1sc1ccccc12 (stereo not given) | 7 | -6 | 1 | -1 | 19 | -12 | -10 | 1 | 7
CCN1CCN(CCNC(=O)c2ccc3nc(-c4cccc(C)c4)c(-c4cccc(C)c4)nc3c2)CC1 | -22 | 2 | 11 | 10 | 1 | -287 | 3 | 47* | -6
CCN(CC)S(=O)(=O)c1ccc2c(c1)nc(CCC(=O)Nc1cccc(C(F)(F)F)c1)n2CC | 7 | -17 | 1 | 9 | 11 | 14 | 24 | 28 | 4
COC(=O)c1sccc1NC(=O)Nc1ccccc1C | 10 | 0 | -1 | 1 | 27 | 0 | 20 | 16 | 2
CCOC(=O)N1CCN(C(=O)CN2C(=O)COc3ccc(C)cc32)CC1 | 1 | 0 | -4 | 0 | 6 | 15 | -10 | -2 | -2
O=C(O)c1cccc(Nc2ccc3nonc3c2[N+](=O)[O-])c1 | 4 | 3 | 0 | 1 | 22 | 24 | -6 | -10 | 2
Cc1ccc(NC(=O)C2CCCN(S(=O)(=O)c3c(C)noc3C)C2)cc1 (stereo not given) | -2 | 2 | 1 | -13 | -8 | 3 | 18 | 2 | -4
O=C(COc1coc(CN2CCN(c3ccccc3)CC2)cc1=O)NCC1CCCO1 (stereo not given) | -15 | 1 | 0 | -7 | 12 | 9 | -4 | -6 | 10
C=CCn1c(C)cc(C(=O)CSc2nnc(-c3cccc(S(=O)(=O)N(CC)CC)c3)o2)c1C | -4 | 3 | -4 | -2 | 11 | -3 | 4 | 15 | 2
O=C(O)CSc1nccc2ccccc12 | -3 | 1 | -2 | 7 | 8 | 7 | -9 | 7 | 0
CCSc1nnc(NC(=O)CSc2nnc(C)c(=O)n2N)s1 | -22 | 0 | -6 | -11 | 10 | 16 | 17 | 13 | -5
Cc1ccc(-n2c(C)nc3c(cnn3-c3ccc(F)cc3)c2=O)cc1C | -7 | 2 | -13 | -3 | 18 | 11 | 3 | 13 | -6
CSc1nc2[nH]ncc2c(=O)[nH]1 | -18 | 0 | -16 | -5 | -7 | 5 | -4 | 11 | -6
COc1cccc(C(O)c2nc3ccccc3n2C(C)C)c1 (stereo not given) | -7 | 2 | 5 | 7 | 17 | 2 | -14 | -2 | 4
Cc1[nH]c2c(C)cccc2c1CCNC(=O)C1CCCCC1C(=O)OCC(F)(F)F (stereo not given) | -3 | -23 | 6 | -3 | 72* | 1 | 20 | 13 | -3
CSc1nc(O)c(N=Nc2ccc(F)cc2F)c(=O)[nH]1 | 91* | 4 | 87* | 0 | 5 | 16 | 5 | 1 | 81*
Cc1ccc(NC(=O)COC(=O)CC2CC3CCC2C3)cc1S(=O)(=O)N1CCOCC1 (stereo not given) | -4 | 4 | 6 | -3 | 21 | 7 | 15 | 15 | -1
Cc1cc2c(cc(C(=O)OCC(=O)NCc3cccs3)n2C(C)C)o1 | -4 | -15 | -3 | -2 | 22 | -4 | 14 | 10 | -3
COc1cccc(-c2cc(C(=O)N3CC4(C)CC3CC(C)(C)C4)no2)c1 (stereo not given) | 8 | 1 | 2 | 14 | -3 | 4 | 11 | 25 | 5
Cc1cc[n+]2n1CC(O)C2 (stereo not given) | 0 | 0 | 0 | -4 | 2 | 8 | 6 | -17 | 3
c1ccc(-c2ncc(CSc3nncn3-c3ccccc3)s2)cc1 | 7 | 0 | 6 | 5 | 19 | 10 | 0 | 18 | 2
CC1=NN(c2nc(N)nc(/C(C#N)=C/c3ccc([N+](=O)[O-])o3)n2)C(C)(C)C1 | / | -29 | / | 31 | / | -14 | 69* | / | /

Not a retest: 9 of the compounds above.
SMILES | SENP6 inh | SENP1 FRET inh | SENP7 inh | HKDC1 inhibitor | NLRP3 yeast inh | SENP8 block-1 | PfG6PD inh | Apaf1 inhib | SENP8 block-2
O=C(CSc1ncn[nH]1)N/N=C/c1ccc(F)cc1 | -16 | 0 | 6 | -2 | 8 | 6 | -1 | 3 | -1
CCCN(c1ccc(C(C)C)cc1)S(=O)(=O)c1c(C)noc1C | -9 | 0 | -1 | 2 | 32 | 23 | -12 | 16 | -1
CCCC(=O)Nc1c(C(=O)OCC)[nH]c2ccccc12 | -6 | 2 | -24 | -3 | 3 | -387 | 12 | 3 | -9
Cc1nn(C(C)C(=O)NCCCN2CCCCC2C)c(=O)c2c1sc1ccccc12 (stereo not given) | 7 | -6 | 1 | -1 | 19 | -12 | -10 | 1 | 7
CCN1CCN(CCNC(=O)c2ccc3nc(-c4cccc(C)c4)c(-c4cccc(C)c4)nc3c2)CC1 | -22 | 2 | 11 | 10 | 1 | -287 | 3 | 47* | -6
CCN(CC)S(=O)(=O)c1ccc2c(c1)nc(CCC(=O)Nc1cccc(C(F)(F)F)c1)n2CC | 7 | -17 | 1 | 9 | 11 | 14 | 24 | 28 | 4
COC(=O)c1sccc1NC(=O)Nc1ccccc1C | 10 | 0 | -1 | 1 | 27 | 0 | 20 | 16 | 2
CCOC(=O)N1CCN(C(=O)CN2C(=O)COc3ccc(C)cc32)CC1 | 1 | 0 | -4 | 0 | 6 | 15 | -10 | -2 | -2
O=C(O)c1cccc(Nc2ccc3nonc3c2[N+](=O)[O-])c1 | 4 | 3 | 0 | 1 | 22 | 24 | -6 | -10 | 2

Further records:
SMILES | SENP6 inh | SENP1 FRET inh | SENP7 inh | HKDC1 inhibitor | NLRP3 yeast inh | SENP8 block-1 | PfG6PD inh | Apaf1 inhib | SENP8 block-2
COc1ccc(C2CC(c3cc(Br)ccc3F)n3nnnc3N2)cc1 (stereo not given) | -2 | 1 | 3 | 6 | -18 | 11 | 18 | 25 | 4
S=c1[nH]nc(COc2cccc(Cl)c2)n1Cc1ccccc1 | -19 | 1 | 2 | 18 | 22 | 11 | 9 | -6 | 1
O=C(C1=NN[C@@H]2C(=O)N(c3cccc(F)c3)C(=O)[C@H]12)c1ccc2ccccc2n1 | -6 | -39 | 13 | -9 | 13 | -1 | 16 | 8 | -2
O=C(Nc1ccccc1-c1ccccc1)NC1CC2CCCC(C1)N2Cc1ccc(F)cc1 (stereo not given) | -4 | 1 | -1 | -9 | 18 | 8 | 16 | 2 | -7
CSc1nn2c(C(F)(F)F)cc(C(F)(F)F)nc2c1C(=O)O | -22 | -4 | 7 | -3 | 7 | 2 | 3 | 0 | -9
Cc1cc(-c2nnc3n2N=C(c2ccc(-c4ccccc4)cc2)CS3)n[nH]1 | -33 | 4 | -3 | 8 | 15 | 8 | 7 | 37 | 5
Cc1ccc(-c2nnn(CC(=O)N(CCCO)C(C(=O)NC3CCCC3)c3ccc(Cl)cc3)n2)o1 (stereo not given) | -16 | -2 | 11 | -7 | 17 | 4 | 8 | 9 | 7
Nc1ncnc2nc(SCC(=O)Nc3ccccc3F)[nH]c12 | 8 | -2 | 2 | -7 | 7 | -9 | 1 | -2 | 3
CC(C)c1cccc(C2=CC(=O)C[C@H](c3ccc(F)cc3)C2)c1 | -5 | 4 | 0 | 2 | -8 | 14 | 10 | 19 | 3
Cc1cc(C)c(NC(=O)CN2C(=O)NC3(CCCc4ccccc43)C2=O)c(Cl)c1 (stereo not given) | -9 | -1 | -7 | -8 | 11 | -4 | -16 | 7 | 13
O=C(NC1CCN(Cc2ccccc2)C1)c1cccc(S(=O)(=O)N2CCOCC2)c1 (stereo not given) | 11 | -1 | -7 | 1 | 4 | 17 | 2 | 1 | 6
CCOc1ccc(C(=O)N2CCN(c3ccccc3)CC2)cc1OCC | -6 | 1 | -5 | -9 | 9 | 18 | -20 | 13 | -11
COc1ccc(CN2CCCC(N3CCN(c4ccc(OC)cc4)CC3)C2)cc1 (stereo not given) | 7 | -3 | -2 | -4 | 25 | 10 | -8 | -5 | 12
COc1ccc(N(CC(=O)Nc2cccc(C)c2C)S(=O)(=O)c2c(C)[nH]c(=O)[nH]c2=O)cc1 | -1 | 2 | 3 | -2 | -3 | 18 | -9 | -2 | 0
CCOc1ccc(NC(=O)CSc2nc(=O)n(CCCN3CCOCC3)c3c2CCC3)cc1 | -7 | 0 | -5 | 5 | 21 | 2 | 6 | 0 | -4
Cn1c(CSc2nc3ccccc3n2C)nc2ccccc21 | -2 | -2 | 10 | 0 | 6 | -6 | 78* | 7 | -7
CCC(=O)N(CCN1CCOCC1)Cc1cc2cc3c(cc2nc1Cl)OCO3 | 11 | -2 | 9 | -10 | 9 | -11 | -7 | -16 | 9
CCn1c(COc2cccc(C)c2C)nnc1SCC(=O)N1CCN(c2ccc(OC)cc2)CC1 | 3 | 3 | 5 | -2 | 8 | 18 | 8 | 11 | 6
Cc1ccc(-c2nnn(CC(=O)NCc3ccccc3)n2)c(-n2cnnn2)c1 | -14 | 1 | -10 | -7 | -6 | 18 | -9 | 10 | -6
Cc1ccc(OCC(=O)N/N=C/C=C/c2ccco2)cc1 | -6 | -3 | 9 | 9 | 9 | -3 | 56 | 14 | 4
O=C(CN1C(=O)CCC1=O)NCC12CC3CC(CC(C3)C1)C2 | -6 | -1 | -9 | 3 | -29 | 7 | 7 | -2 | -8
CCc1ccc(C2=NN(S(C)(=O)=O)C(c3cccs3)C2)cc1 (stereo not given) | 96* | -54 | 92* | 1 | 9 | -51 | -4 | 22 | 83*
COC(=O)c1cccc(-n2c(C)cc(C=O)c2C)c1C | -3 | -10 | 8 | -7 | 12 | -8 | 4 | -3 | 2
O=C(c1ccc(F)cc1)C1CCN(S(=O)(=O)c2ccccc2)CC1 | 3 | 0 | 11 | -3 | 7 | 20 | 8 | 2 | -2
Cc1cccc(NC(=O)c2ccc3c(c2)OCCO3)n1 | 78* | 1 | 83* | 3 | 22 | 8 | -4 | -1 | 59*
ONc1cccnc1-n1nc(C(F)(F)F)cc1C(F)(F)F | -6 | / | 3 | / | 9 | / | / | 47* | -9
Nc1ccccc1Sc1c[nH]c2ccccc12 | -1 | -4 | 9 | 2 | 20 | 0 | -5 | 3 | -4
